TAG inh: inhibitors of triacylglycerol accumulation | H9c2 cells, Nile Red lipid (TAG) fluorescence; cells loaded with 200 µM oleic acid | inhibition, % at 12.5 µM | hit rate 0.66% among 230,000 | AID 651582;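 active = pattern-corrected inhibition of lipid staining of at least 50% with the nuclear-stain viability signal not falling by more than 50%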;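 also: 0% = DMSO wells and 100% = triacsin C control wells; some results filed as inactive read as strong as hits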
TAG inh DAPI viability: recorded beside TAG inh, whose call it bears; DAPI nuclei signal change (viability), lower = more cytotoxic, %;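 whole-well DAPI fluorescence read on a plate reader as a viability signal; minus 50 percent equals half of cells still viable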
Active calls of the source: *. A portion of the library; the hit share may differ from the screen's.

SMILES	TAG inh	TAG inh DAPI viability
C#CCOCCOCCOCCNc1nc(N2CCN(C(=O)Cn3cc(CCCCN)nn3)CC2)nc(N2CCN(C(=O)[C@H]([C@@H](C)CC)n3cc(CCCN=C(N)N)nn3)CC2)n1	-4	29
COCCN1Cc2cccc(C(=O)Nc3cc(OC)ccc3OC)c2C1=O	-14	6
C/C(CCc1ccccc1)=N\NC(=O)c1ccccc1	-3	1
CCN1CCN(C(=O)c2cc(S(=O)(=O)Nc3ccc(S(C)(=O)=O)cc3)ccc2Cl)CC1	12	1
C=CCOc1ccc(C2NC(=S)NC3=C2CCc2ccccc23)cc1 (configuration not stated)	-21	-4
C[C@@H]1[C@H](c2ccccc2)Oc2ccc(Cl)cc2S(=O)(=O)N1CC1CCCN1C(=O)OC(C)(C)C (some centres not stated)	24	-10
Cc1ccc(S(=O)(=O)N(C)c2ccc(OC(=O)c3cccs3)cc2)cc1	-9	9
O=[N+]([O-])c1ccc(N2CCCCC2)nc1N1CCCCC1	-9	3
CCC(Sc1nc2ncccc2[nH]1)C(=O)NCCc1ccccc1 (configuration not stated)	-5	-1
CCCCn1c(N)c(N(CC(C)C)C(=O)c2ccc([N+](=O)[O-])o2)c(=O)[nH]c1=O	4	-8
O=C(c1ccc(S(=O)(=O)N2CCCCC2)cc1)N1CCN(Cc2ccc3c(c2)OCO3)CC1	-7	-1
CCOC(=O)c1c(-c2ccc(OC)cc2)csc1/N=C/N(C)C	6	7
CC(C)N(C(=O)Cn1c(SCC(=O)NCc2ccc3c(c2)OCO3)nc2ccccc21)C(C)C	-2	-5
CCNC(=O)NC(=O)C(C)OC(=O)c1cccn1C (configuration not stated)	-3	-6
CCC(CC)CN1C(N(C)C)=NC[C@@H]1CC(C)C	-3	4
Cc1cccc(N2CCN(C(=O)c3ccccc3SCC(=O)N3CCCC3)CC2)c1C	-15	8
CC(=O)NC(C)(c1ccccc1)c1nc(-c2cnc3ccccc3c2)cs1 (configuration not stated)	0	7
Cc1cc(OCC(F)(F)C(F)(F)C(F)(F)C(F)F)nc(N)n1	18	-1
COc1cccc(C(=O)Oc2c(Br)cc(Br)cc2/C=N/NC(=O)c2cc(C)[nH]n2)c1	19	-14
Cc1ccnc(NC(=S)NC(=O)c2cncc(Br)c2)c1	-11	4
O=C(c1ccc2nc(Cc3ccccc3F)oc2c1)N1CCCC1	-2	0
CN(CC(=O)Nc1ccccc1Cl)C(=O)COC(=O)c1ccccc1[N+](=O)[O-]	6	-7
NS(=O)(=O)c1ccc(N/N=C/c2ccccc2C(=O)O)c([N+](=O)[O-])c1	3	5
Cc1ccc(S(=O)(=O)N[C@H](C(=O)OCC(=O)NC(=O)NCc2ccco2)C(C)C)cc1	0	12
Cc1ccc(CNc2nc3cc(-c4ccccc4)sc3c(=O)n2C)c(C)c1	12	8
Next structures.
SMILES	TAG inh	TAG inh DAPI viability
O=C(CSc1ccc(Cl)cc1)Nc1nnc(-c2cccc([N+](=O)[O-])c2)s1	-9	2
O=S(=O)(NCc1ccc(Cl)cc1)c1cccc2cccnc12	-10	8
N#CC1(NC(=O)CSc2n[nH]c(-c3ccccc3)n2)CCCCC1	0	-2
O=S(=O)(Nc1ccc2c3c(cccc13)CC2)c1ccc(F)cc1	3	-6
CCOC(=O)C1(CC2CCCCO2)CCN(S(=O)(=O)c2c(C)nn(C)c2C)CC1 (configuration not stated)	-14	10
CCOC(=O)C1(CC2CCCCO2)CCN(Cc2nccn2-c2cccc(C)c2)CC1 (configuration not stated)	3	6
CC(C)n1c2ccccc2c2nnc(SCC(=O)Nc3ccccc3C(=O)O)nc21	-21	1
O=C(O)c1ccc(-c2ccccc2)[nH]c1=O	21	-13
Cc1noc(C)c1S(=O)(=O)NC1CCN(Cc2ccccc2)CC1	10	-2
C/C(=N\NC(=O)c1ccccn1)c1ccc(Cl)cc1	0	-5
COc1cc(OC)nc(C(NC(=O)C2CCN(Cc3ccc(N(C)C)cc3)CC2)c2ccc(F)cc2)n1 (configuration not stated)	23	2
O=C(NCCCl)Nc1cc([N+](=O)[O-])ccc1Cl	9	9
Cc1ccc(NC(=O)COC(=O)[C@H](C)N2C(=O)C3CC=CCC3C2=O)cc1S(=O)(=O)N(C)C (some centres not stated)	-2	1
Cc1ccc(N=Nc2ccc(O)c(P(=O)(c3ccccc3)c3ccccc3)c2)cc1	0	2
CC(CCc1ccccc1)NC(=O)c1cccc([N+](=O)[O-])c1 (configuration not stated)	-7	3
CC(C)C(=O)N1CCCC1(C)C(=O)Nc1cccc(Oc2ccccc2)c1 (configuration not stated)	13	-2
Cc1cc(C=C2C(=O)c3ccccc3C2=O)c(C)n1-c1ccc(C(=O)O)cc1	8	-19
OC1(c2ccc(F)cc2)CCN(Cc2cccnc2)CC1	4	-6
N#C/C(=C\c1c[nH]c2ccccc12)C(=O)NC1CC1	8	-7
CCc1ccc(OCc2nnc(SCC(=O)NCc3ccco3)o2)cc1	-12	-3
Cc1[nH]c2c([N+](=O)[O-])cccc2c1C	5	7
CC(C)NC(=O)C(Sc1ccccc1)c1ccccc1 (configuration not stated)	10	-15
COc1ccccc1CCNC(=O)Nc1cccc([N+](=O)[O-])c1	-22	2
CCOc1ccc(C2C(C#N)=C(N)SC(N)=C2C#N)cc1OCC	-9	-4
O=C(COC(=O)Cc1ccsc1)Nc1ccccc1	0	-1

Arranged by SMILES length (lowest first): some entries from above
SMILES	TAG inh	TAG inh DAPI viability
CCc1ccc(OCc2nnc(SCC(=O)NCc3ccco3)o2)cc1	-12	-3
Cc1noc(C)c1S(=O)(=O)NC1CCN(Cc2ccccc2)CC1	10	-2
N#CC1(NC(=O)CSc2n[nH]c(-c3ccccc3)n2)CCCCC1	0	-2

(next part)
SMILES	TAG inh	TAG inh DAPI viability
COC(=O)Cc1ccc(NC(=S)NCc2ccccc2OC)cc1	-20	-1
CCOC(=O)C1CCCN(C(=O)c2ccc3c(c2)N(Cc2ccccc2)C(=O)c2ccccc2S3=O)C1 (configuration not stated)	-4	0
Cc1ccc(NC(=S)NNC(=S)Nc2cccc(C(F)(F)F)c2)cc1	-32	2
CCOC(=O)C1CCCN(C(=O)c2ccc(-c3ccccc3)cc2)CC1 (configuration not stated)	0	7
CCN(CC(=O)Nc1c(F)cccc1F)C(=O)c1ccc(Cl)c(S(=O)(=O)N2CCCCC2)c1	-3	-7
CCOC(=O)c1ccc(NC(=O)CSc2nccn2C)cc1	-35	19
CCOc1ccc(NC(=O)CC2C(=O)N(C)C(=S)N2Cc2ccc3c(c2)OCO3)cc1 (configuration not stated)	-7	7
Cc1ccc(S(=O)(=O)N2CCC(C(=O)N3CCCCCCC3)CC2)cc1	11	-6
COc1ccc2c(c1)[N+](C)(C)C(C)(C)C=C2C	9	-11
C=CCn1c(SCC(=O)N2CCOCC2)nc(O)cc1=O	4	4
Cc1cc(C)cc(NC(=O)COC(=O)[C@@H](NC(=O)c2ccco2)C(C)C)c1	0	0
Cc1c(C#N)c(=O)oc2ccc3ccccc3c12	-5	-10
O=C(NCc1ccc(Cl)cc1)C(=O)NCC(c1cccnc1)N1CCN(c2ccc(F)cc2)CC1 (configuration not stated)	-25	13
CCOc1ccccc1CNC(=O)c1cc2oc3ccccc3c2n1C	29	-18
Cc1ccc(NC(=O)CN(C)C(=O)COc2ncnc3ccc(Br)cc23)cc1	-3	-8
Brc1ccc(-c2csc(N3CCC(c4ccccc4)C3)n2)cc1 (configuration not stated)	-100	4
O=C1CSC(c2ccncc2)N1Cc1ccccc1 (configuration not stated)	1	-2
Cc1cccc(NC(=S)NCc2ccccn2)c1	7	1
Cc1nc(-c2ccccn2)nc(N2CCOCC2)c1Cl	10	-2
CCCSc1nc(C)c(CC(=O)OCC)c(=O)[nH]1	0	-6
Cn1c(N)c(C(=O)COC(=O)CCCOc2ccc(Cl)cc2Cl)c(=O)n(C)c1=O	0	-2
Fc1ccc(OCc2nn3c(Cn4nnc5ccccc54)nnc3s2)cc1	-7	-13
CC(=O)NC1Sc2ccccc2N=C1c1ccccc1 (configuration not stated)	-5	0
Cc1cc(C)c(C)c(N=Nc2nc3ccccc3n2C)c1C	16	-8
O=C(NC1CC1)C1=C[C@H](C2CC2)C[C@H](OCCCCO)O1	10	-4
Other entries follow:
SMILES	TAG inh	TAG inh DAPI viability
Cc1ccc(S(=O)(=O)N(C)C)cc1NC(=O)COC(=O)CCC(=O)c1cccs1	0	-6
Cc1noc(NS(=O)(=O)c2ccc(NC(=O)c3cnc4scc(C)n4c3=O)cc2)c1C	6	2
O=S(=O)(Cc1ccccc1)C(c1ccccc1)S(=O)(=O)Cc1ccccc1	-24	3
O=C(NCC(=O)N(Cc1ccco1)C(C(=O)NC1CCCC1)c1cccnc1)c1cccs1 (configuration not stated)	-10	-5
Cc1ccc2c(c1)C(=O)N1[C@H]3c4cc(Cl)ccc4OC[C@@H]3[C@H](c3ccccc3)[C@]1(C)C(=O)N2	-11	-5
COCCN1C(=O)C(C(=O)OC)CC2=C1CC(C)(C)CC2=O (configuration not stated)	-2	14
CC(=O)Nc1ccc(OCCCNC(=O)c2c(-c3ccccc3)noc2C)cc1	2	-6
COc1ccc(S(=O)(=O)NC2CCCCC2)cc1-n1cnnn1	-1	-5
O=C(CSc1nnc(-c2ccncc2)n1-c1ccc(Cl)cc1)NCc1cccs1	21	-13
Cc1nc(C)c(C(=O)N2CCCC(C(=O)c3cc(F)ccc3F)C2)s1 (configuration not stated)	-26	0
COc1ccc(N/C(N)=N/c2nc(CSc3nnc(C)s3)cc(=O)[nH]2)cc1	37	-32
CC(C)Cn1c(N)c(C(=O)COC(=O)[C@@H]2CCCN2C(=O)c2cccs2)c(=O)n(C)c1=O	-9	7
COc1ccc(-n2c(SCCC#N)nnc2-c2cc(Cl)ccc2OC)cc1Cl	19	-9
CC(C)C[C@H]1CNC(=S)N1CC1CCCN1C[C@H](Cc1ccc(O)cc1)N1C[C@H](Cc2ccccc2)N(CC2CCCCC2)C1=S (some centres not stated)	-34	-23
Cc1ccc(S(=O)(=O)N2CCCCC2C(=O)O)s1 (configuration not stated)	-12	4
O=C(O)CC(SCC(=O)Nc1ccc(Cl)c(S(=O)(=O)N2CCOCC2)c1)C(=O)O (configuration not stated)	9	-1
COc1ccc(S(=O)(=O)N2CCC(C(=O)Nc3cc(Cl)ccc3N3CCOCC3)CC2)cc1OC	5	-2
O=c1cc(CCl)nc(Cc2c(Cl)cccc2Cl)[nH]1	4	4
CC(=O)Nc1ccc(C(=O)NCCCOC(C)C)cc1	-4	-12
CC(C)c1ccc(N(CC(=O)NCCCN2CCOCC2)S(=O)(=O)c2ccccc2)cc1	-4	-8
COc1cccc(OC)c1C(=O)Nc1sc2c(c1C#N)CCC2	8	-4
CCOc1ccccc1NC(=O)C1CCCN(S(C)(=O)=O)C1 (configuration not stated)	8	-10
CCCCOc1cccc(C(=O)NNC(=S)NC2CCCCC2)c1	-5	1
CCC(C)Nc1cc(C)nc2ncnn12 (configuration not stated)	6	44
CC(=O)CC(=O)Nc1ncccn1	0	4
New compounds follow:
SMILES	TAG inh	TAG inh DAPI viability
CC(C)Sc1nc2ncnc(N)c2[nH]1	-6	-2
O=C(O)CNc1ccccc1C(=O)O	2	0
COc1ccc(OC)c(S(=O)(=O)N(C)CC(=O)Nc2ccc3c(c2)OCO3)c1	18	-9
OC(c1ccc(F)cc1)c1nc(/C=C/c2ccccc2)cs1 (configuration not stated)	-20	-2
Cc1cccc(OCC(=O)NC(=S)Nc2ccc(S(=O)(=O)NC3CCCCC3)cc2)c1	5	-5
CCCCN(C(=O)c1cccc(-n2cccc2)c1)c1c(N)n(CCCC)c(=O)[nH]c1=O	14	2
COc1ccc(NC(=O)N(C)C[C@H]2Oc3ccc(NC(=O)Cc4ccccc4)cc3CC(=O)N([C@H](C)CO)C[C@H]2C)cc1	-7	-11
CCOc1ccc(N2C(=O)CN(c3cccc4ccccc34)C2=S)cc1	26	11
CCN(CC)C(=S)NC(=O)C12CC3CC(CC(C3)C1)C2	11	-4
O=C(c1ccc(-c2ccc([N+](=O)[O-])cc2)o1)N1CCN(S(=O)(=O)c2cccs2)CC1	9	-3
Cc1cnc(C(=O)OCC(=O)Nc2ccc(C)c(S(=O)(=O)N(C)C)c2)cn1	-4	5
CCN(c1ccc(NC(=O)COC(=O)c2ccc(C)s2)cc1)C(C)C	-5	1
CC(C)CC(=O)N1CCN(Cc2ccc(Cl)cc2)CC1	5	2
CC(NC(=S)NC(=O)c1ccccc1)c1ccccc1 (configuration not stated)	-43	5
CC(C)CNC(=O)c1ccccc1Oc1ccccc1	-12	6
CC(O)(c1cccc(F)c1)c1nc(-c2cccc(C(F)(F)F)c2)cs1 (configuration not stated)	-15	-2
CCN(CC)P(=O)(Nc1ccc(SC(F)F)cc1)c1ccc(N(C)C)cc1NC(=O)c1ccco1 (configuration not stated)	1	-3

Of the compounds above, these have an aryl thioether with sulfur outside any ring.
SMILES	TAG inh	TAG inh DAPI viability
CCC(Sc1nc2ncccc2[nH]1)C(=O)NCCc1ccccc1 (configuration not stated)	-5	-1
CC(C)N(C(=O)Cn1c(SCC(=O)NCc2ccc3c(c2)OCO3)nc2ccccc21)C(C)C	-2	-5
Cc1cccc(N2CCN(C(=O)c3ccccc3SCC(=O)N3CCCC3)CC2)c1C	-15	8
O=C(CSc1ccc(Cl)cc1)Nc1nnc(-c2cccc([N+](=O)[O-])c2)s1	-9	2
N#CC1(NC(=O)CSc2n[nH]c(-c3ccccc3)n2)CCCCC1	0	-2
CC(C)n1c2ccccc2c2nnc(SCC(=O)Nc3ccccc3C(=O)O)nc21	-21	1
CCc1ccc(OCc2nnc(SCC(=O)NCc3ccco3)o2)cc1	-12	-3
CC(C)NC(=O)C(Sc1ccccc1)c1ccccc1 (configuration not stated)	10	-15
CCOC(=O)c1ccc(NC(=O)CSc2nccn2C)cc1	-35	19
C=CCn1c(SCC(=O)N2CCOCC2)nc(O)cc1=O	4	4
CCCSc1nc(C)c(CC(=O)OCC)c(=O)[nH]1	0	-6
O=C(CSc1nnc(-c2ccncc2)n1-c1ccc(Cl)cc1)NCc1cccs1	21	-13
COc1ccc(N/C(N)=N/c2nc(CSc3nnc(C)s3)cc(=O)[nH]2)cc1	37	-32
COc1ccc(-n2c(SCCC#N)nnc2-c2cc(Cl)ccc2OC)cc1Cl	19	-9
CC(C)Sc1nc2ncnc(N)c2[nH]1	-6	-2
CCN(CC)P(=O)(Nc1ccc(SC(F)F)cc1)c1ccc(N(C)C)cc1NC(=O)c1ccco1 (configuration not stated)	1	-3
